# Screening data (PubChem)
# D1 ag: activates the human D1 dopamine receptor. activation, % at 2 µM. P21728. 1% of 360,000 active. HEK293 T-REx D1 cells, calcium flux, agonist mode; in the data active = activation above about 30%; also: 0% is about no effect
#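 Tetracycline-induced HEK293 TREx D1 cells, force-coupled to calcium signalling, were dye-loaded with a no-wash calcium kit. Compound was pin-added after a 10 s baseline. Fluorescence was read kinetically at 1 cycle/s for 180 s, with calcium rises flagged as agonism.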
# D1 antag: blocks dopamine activation of the human D1 receptor; P21728; HEK293 TREx D1 cells, calcium flux, dopamine EC80; stronger effect = lower value; activity change, negative = inhibition, % at 10 µM; 3.2% of 360,000 active; in the data active = activity change below about -30%; also: % is scaled to controls: 0 for no effect and ±100 for the full control effect
#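 After overnight tetracycline induction at 30 C, force-coupled D1 HEK293 cells took up a no-wash calcium dye at room temperature. Compounds were added and monitored 180 s, and the response to EC80 dopamine was then recorded.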
# D2 potentiator: D2 dopamine receptor (human) potentiation | P14416 | HEK293 T-REx D2, calcium flux, EC20 dopamine potentiation | potentiation, % at 10 µM | 0.34% of 340,000 active | AID 485347;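 active = potentiation over 3 SD above the plate norm, cut at about 30% in these data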; also: 0% is about no effect
#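 Potentiation of an EC20 dopamine calcium response measured kinetically over 180 s, after a preceding 180 s compound-only read flagging agonists. Cells: inducible Hek293 Trex D2 line, 4000/well, cultured overnight at 30 C before dye loading.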
# TRHR enhancer: allosteric enhancers of human TRH receptor; TRHR cells, fluo-8 calcium fluorescence, EC20 TRH enhancement; P34981; AID 493056; 0.66% of 360,000 active; enhancement, % at 2 µM; in the data active = enhancement above about 30%; also: 0% is about no effect
#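 TRHR-expressing cells loaded with fluo-8 calcium dye were read kinetically (ex 480/em 530) during compound addition, then stimulated with an EC20 of TRH (10 nM final). Enhancement of the Gq-mediated intracellular calcium response was scored.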
# RXFP1 agonist: agonists of human relaxin receptor RXFP1; Potency, µM (doses to about 57.5 µM), for inactives: at the top dose activation, most hits filed as activators; Q9HBX9; HEK293T-RXFP1 cAMP TR-FRET, 30 min; response scale: percent of porcine relaxin response, buffer zero; 0.3% of 370,000 active; active = well fitted activation curve with a large enough effect; inconclusive = small, poorly fitted or top-dose-only effect; also: potency is read from the fitted curve at half-maximal effect; % is scaled to controls: 0 for no effect and ±100 for the full control effect; nearly all actives have a fitted effect of over 60% in size; many of its hits are not listed in these tables
# Target sequence (Q9HBX9 whole entry, looked up): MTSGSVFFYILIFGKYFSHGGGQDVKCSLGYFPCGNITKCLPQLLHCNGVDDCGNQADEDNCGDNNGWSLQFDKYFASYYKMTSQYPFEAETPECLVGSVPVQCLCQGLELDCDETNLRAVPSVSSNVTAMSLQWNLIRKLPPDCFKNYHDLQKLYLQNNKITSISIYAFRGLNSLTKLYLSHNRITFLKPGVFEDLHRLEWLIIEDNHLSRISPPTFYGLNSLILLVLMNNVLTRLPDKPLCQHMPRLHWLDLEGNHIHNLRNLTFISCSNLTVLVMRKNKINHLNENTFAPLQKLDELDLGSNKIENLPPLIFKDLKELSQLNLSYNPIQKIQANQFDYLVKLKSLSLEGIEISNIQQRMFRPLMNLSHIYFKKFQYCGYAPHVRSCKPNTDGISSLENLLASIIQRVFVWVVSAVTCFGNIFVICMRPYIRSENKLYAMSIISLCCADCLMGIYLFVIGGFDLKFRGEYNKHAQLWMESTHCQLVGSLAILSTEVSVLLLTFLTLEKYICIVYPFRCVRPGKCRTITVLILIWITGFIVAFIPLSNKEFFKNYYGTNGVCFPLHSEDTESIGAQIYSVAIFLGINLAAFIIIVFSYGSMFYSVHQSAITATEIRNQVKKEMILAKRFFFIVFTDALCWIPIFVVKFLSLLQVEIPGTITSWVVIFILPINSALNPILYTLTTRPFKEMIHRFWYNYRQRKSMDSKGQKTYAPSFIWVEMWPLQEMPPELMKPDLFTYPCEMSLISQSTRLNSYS
#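 Agonist response is measured as cAMP accumulation in an RXFP1-transfected HEK293T line under PDE4 inhibition. Values are scaled between buffer-only and 29 nM porcine relaxin, and EC50s come from standard Hill equation fits.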
# RXFP1 antagonist: antagonists of human relaxin receptor RXFP1; Q9HBX9; HEK293-RXFP1, relaxin-stimulated cAMP HTRF, 30 min; stronger effect = lower value; activity change, negative = inhibition, % at 57.5 µM; 0.59% of 350,000 active; AID 1259400;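 active = activity change of -60% or lower, but not beyond a set lower limit; inconclusive = change between -60% and -40%, or beyond the set limit; inactive = change above -40%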; also: % is scaled to controls: 0 for no effect and ±100 for the full control effect
# D1 PAM: human D1 dopamine receptor positive modulation | P21728 | HEK293 TREx D1 cells, calcium flux, dopamine EC20 potentiation | potentiation, % at 10 µM | 0.036% of 360,000 active | AID 504651; in the data active = potentiation above about 30%; also: 0% is about no effect
# D2 antagonist: antagonists of human D2 dopamine receptor; HEK293 TREx D2 cells, calcium flux, dopamine EC80; inhibition, % at 10 µM; P14416; 2% of 340,000 active; in the data active = inhibition above about 30%; also: 0% is about no effect
#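 Cells plated overnight at 30 C with tetracycline; no-wash calcium dye, 30–90 min RT; 10 s baseline; compound pinned; 180 s read; EC80 dopamine added; another 180 s read.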
# D2 ag: agonists of human D2 dopamine receptor | P14416 | HEK293 T-REx D2 cells, calcium flux agonist mode | activation, % at 2 µM | 0.53% of 340,000 active | AID 485358;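 active = activation over 3 SD above normal in the single-dose calcium agonist read, cut at about 30% in these data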; also: 0% is about no effect
#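 Calcium-flux readout, 1 cycle/sec over 180 s following compound pin transfer, in inducible HEK293 Trex D2 cells (force-coupled); dopamine controls included. Positive calcium responses during this window marked compounds as potential agonists.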
# * = called active by the depositor; ? = inconclusive; · = no result given. An excerpt; the hit share may differ from the screen's.
SMILES,D1 ag,D1 antag,D2 potentiator,TRHR enhancer,RXFP1 agonist,RXFP1 antagonist,D1 PAM,D2 antagonist,D2 ag
O=C(O)CCN1C(=O)C2C3c4ccccc4C(c4ccccc43)C2C1=O (stereo not drawn),5,9,-6,3,-0.6%,6,-7,-14,1.1
O=C(Cc1ccc([N+](=O)[O-])cc1)NCc1ccncc1,0,-1,-7,4,-1.4%,?,3,-4,-0.3
CCC1(C)Cc2ccccc2-c2nc(NCCO)n(-c3ccc(C)cc3)c(=O)c21 (stereo not drawn),6,6,3,2,0.3%,-8,-4,-3,1.1
COc1ccc(N(CC(=O)Nc2ccccc2C)S(=O)(=O)c2ccccc2[N+](=O)[O-])c(OC)c1,2,-5,2,-3,0.7%,3,-4,8,0.0
CN1CCN(c2nc3c(c(=O)n(C)c(=O)n3C)n2Cc2ccc(Cl)cc2)CC1,1,-3,-6,-2,0.4%,6,0,-6,0.5
COC(=O)c1ccccc1NC(=O)CN(CCc1ccccc1)S(C)(=O)=O,2,6,13,1,2.4%,-4,-2,-21,0.8
O=C(NCC1CCCO1)c1cc(C(=O)C2CC2)c[nH]1 (stereo not drawn),0,-11,-3,-2,-0.8%,2,1,-3,0.5
CC1CCc2cc(F)cc3c(O)c(C(=O)NCCN(C)C)c(=O)n1c23 (stereo not drawn),4,-1,-11,-3,12%,9,-2,13,0.3
COc1ccc(OC)c(CNC(=O)c2ccc3c(c2)c(C)c(C)n3Cc2ccc(Cl)cc2)c1,4,-10,·,-2,-1.2%,-12,-4,·,·
COc1ccc(-n2cccc2/C=C/[N+](=O)[O-])cc1,0,0,-4,3,1.3%,·,-2,0,2.4
COc1ccc(/C=N/NC(=O)C(C)n2cnc3ccccc3c2=O)cc1 (stereo not drawn),1,3,-5,1,3.6%,-3,-3,7,-0.3
CCc1nc(SCC(=O)N2c3ccccc3CC2C)c2c(C)c(C)sc2n1 (stereo not drawn),4,1,6,-3,-0.2%,-20,1,-13,0.7
COc1ccc(-c2c(C)c3cc(OC(=O)N4CCOCC4)ccc3oc2=O)cc1OC,-4,·,-1,2,2.7%,-3,-2,·,0.8
Cc1ccc(NC(=O)/C(C#N)=C/c2ccc(C)o2)cc1,19,-7,-6,-2,0.8%,0,0,·,·
Cc1ccnc(Cc2ccccc2)n1,0,20,0,-9,0.0%,-6,-3,-1,0.5
CCOc1ccc(C(=O)Nc2ccc(-c3nc4ccccc4s3)c(C)c2)cc1OCC,3,9,1,-1,0.5%,-4,0,·,1.1
COC(=O)C1=C(C)NC(=O)C1(Nc1nccs1)C(F)(F)F (stereo not drawn),2,1,-3,2,0.0%,0,-1,9,0.5
CCCCOC(=O)c1ccc(NC(=O)CSc2nc3c(c(=O)[nH]2)CCC3)cc1,2,-9,5,3,2.6%,-7,-2,·,-0.3
COc1ccc(CN(C)C(=O)c2ccccc2Sc2ccccc2C#N)c(OC)c1,3,-10,-2,16,1.5%,-6,2,5,0.6
S=C(NCCCNC(=S)Nc1ccccc1)Nc1ccccc1,5,-8,5,2,0.2%,-20,2,-1,-1.0
CCc1ncc(C(O)c2cccc3ccccc23)n1C (stereo not drawn),3,-8,-4,-2,0.2%,-3,-3,-6,-1.1
CC(C)(Oc1ccc(Cl)cc1)C(=O)NCc1ccc(S(N)(=O)=O)cc1,1,-14,5,-4,2.3%,-4,1,0,1.0
CCOc1ccc(CCNC(=O)COC(=O)c2cccc(N(C)C)c2)cc1OCC,2,13,0,-1,-1.1%,-6,-6,7,-0.3
CC(CN1CCOCC1)c1ccccc1 (stereo not drawn),0,8,-18,4,0.3%,3,4,-19,-0.6
CC1=C(C(=O)OC2CCCCCC2)C(c2cccc(F)c2F)CC(=O)N1 (stereo not drawn),4,6,-3,1,-2.0%,·,-4,·,-0.2
COc1ccccc1C(=O)NCc1ccco1,3,4,0,12,3.6%,-5,-3,0,-0.8
Cc1ccccc1NC(=S)N(C)C1(c2ccccc2Cl)CCCCC1=O (stereo not drawn),0,-5,·,-1,1.6%,1,1,·,·
O=C(NC(=S)N(CCCCO)C1CCCCC1)c1sc2ccccc2c1Cl,0,-1,-3,5,4.8%,-1,4,-2,0.1
COc1ccccc1OCC(=O)N1CCN(c2ccccc2OC)CC1,2,6,11,-5,2.0%,-12,-6,30,0.6
CC(C)c1ccccc1N1CC(C(=O)O)CC1=O (stereo not drawn),2,-5,10,3,-0.1%,1,5,6,1.3
CCOc1ccc(NC(=O)CSCC(=O)O)cc1,1,-8,-6,5,0.3%,-6,-6,7,-0.7
CC1CCCCN1CCNC(=O)c1ccc(Cn2c(SCc3ccccc3)nc3cccnc32)cc1 (stereo not drawn),1,-2,-15,4,6.6%,-16,-7,·,-0.1
COc1ccc(Cl)cc1C(=O)Nc1ccc(NC(=O)c2ccco2)cc1,0,-18,6,-7,-0.3%,-23,-8,-5,-0.6
CCC1=NN(C(=O)c2ccc(Cl)cc2)C(O)(c2ccc(C)cc2)C1 (stereo not drawn),3,-12,-1,0,0.8%,-1,-3,7,0.0
Cc1ccc(-c2cn3c(n2)sc2cc(C(=O)NCc4cccs4)ccc23)c(C)c1,2,2,-1,-8,-0.2%,-5,-3,·,-0.2
CCN(CC)S(=O)(=O)c1ccc2c(c1)nc(CCC(=O)Nc1ccc3c(c1)OCO3)n2CC,1,-16,-9,0,0.2%,0,-1,-4,-0.2
O=C(NCc1ccco1)C1CCCN(S(=O)(=O)c2cc(Cl)ccc2Cl)C1 (stereo not drawn),1,-10,6,-6,4.7%,-2,-6,-9,0.0
COc1ccccc1-c1nnc(NC(=O)c2ccc(S(=O)(=O)N(C)CC3CCCO3)cc2)o1 (stereo not drawn),1,-2,-8,-2,1.3%,-5,5,-5,0.2
CC1CN(C/C(=N\O)C23CC4CC(CC(C4)C2)C3)CC(C)O1 (stereo not drawn),1,9,-4,3,0.0%,-5,-4,0,-0.6
CC1=CC(c2ccccc2)n2nc(N3C(=O)c4ccccc4C3=O)nc2N1 (stereo not drawn),-2,-5,4,2,-0.1%,-10,2,-9,0.9
CCC1(c2ccccc2)NC(=O)N(CC(=O)Nc2cccc(C#N)c2)C1=O (stereo not drawn),2,-6,-3,-3,0.2%,13,-5,-1,1.1
O=C(Nc1ccc(Cl)cc1)OCCn1nnnc1C(c1ccccc1Cl)N1CCOCC1 (stereo not drawn),7,-6,13,0,0.2%,-13,-3,-34,0.8
O=C(COc1cccc2ccccc12)NNC(=O)C1CCCO1 (stereo not drawn),-1,10,·,0,-1.4%,-10,-3,·,·
Cc1ccc2[nH]c(=O)c(CN(Cc3ccco3)C(=O)c3ccncc3)cc2c1,1,-2,0,21,1.4%,0,0,-2,0.3
CC1CCC(=C(C#N)C(=O)Nc2cccc(Cl)c2)CC1 (stereo not drawn),6,-18,-2,-1,-0.7%,-30,-7,-9,0.5
COc1ccc(Cl)cc1CNCCSc1nnnn1-c1ccccc1,22,-13,-23,21,-0.2%,-2,-2,·,15
COc1ccccc1CNC(=O)c1cc(C)nn1-c1ccccc1,1,-1,-3,-5,-0.5%,4,0,4,-0.2
CCC1CN(C(=O)NCc2ccccc2)c2ccccc2O1 (stereo not drawn),1,-18,5,0,2.3%,-8,-2,-6,-0.4
Cc1c(Nc2nc(-c3ccccc3)cs2)c(=O)n(-c2ccccc2)n1C,1,2,-3,-5,-0.9%,3,2,12,0.1
O=C1NC2(CCCCCC2)C(=O)N1Cc1ccccc1F,3,-33*,1,2,0.2%,0,2,2,-0.5
CC1N(O)C(C)(C)C(c2ccccc2)=[N+]1[O-] (stereo not drawn),0,6,-2,-7,0.0%,-7,-1,0,0.3
O=C(/C=C/c1c(F)cccc1Cl)Nc1nn[nH]n1,2,9,3,-6,12%,-15,6,-13,0.9
CC(=O)NC(NC(=S)Nc1ccc(N=Nc2ccccc2C)cc1C)C(Cl)(Cl)Cl (stereo not drawn),1,15,0,3,-0.3%,7,-2,·,·
O=C(Nc1ccc(Br)cc1)c1ccc(N2C(=O)C3CCCCC3C2=O)cc1 (stereo not drawn),4,-37*,6,3,19%,0,-6,9,-0.2
Cc1cccc(N2CC(C(=O)Nc3nnc(SCC(=O)NCC4CCCO4)s3)CC2=O)c1 (stereo not drawn),2,-4,-5,-7,2.4%,-15,-4,-6,0.2
CC(C)c1nn2c(=O)cc(COC(=O)C3CCCCC3)nc2s1,3,12,-8,3,1.9%,·,-4,·,0.7
Cn1ccc(O)c(C#N)c1=O,6,3,-1,1,-1.4%,·,-3,9,0.1
CC(=O)c1cccc(NC(=S)NC(=O)c2ccc(C)cc2)c1,3,-2,15,15,3.9%,-18,3,-2,-0.9
CCN(Cc1ccccc1)C(=O)Cn1c(=O)n(-c2cccc(C)c2)c(=O)c2c1c1cc(C)ccc1n2C,0,9,6,-4,-0.1%,·,-2,·,-0.5
Cc1ccc2c(c1)Oc1ccc(NC(=O)CCl)cc1C(=O)N2,1,0,-5,0,1.1%,-9,4,·,·
# Carrying on:
SMILES,D1 ag,D1 antag,D2 potentiator,TRHR enhancer,RXFP1 agonist,RXFP1 antagonist,D1 PAM,D2 antagonist,D2 ag
O=[N+]([O-])c1cc(F)c2cccnc2c1O,2,-10,-4,6,-2.0%,6,-7,-21,-1.7
CCOc1cc(/C=C2\N=C(C)OC2=O)cc(Br)c1OCCc1ccccc1,1,-5,6,2,0.1%,27,-2,-5,-0.2
CC(=O)N(C(C)=O)S(=O)(=O)c1ccc(N=NN2CCCCC2)cc1,5,7,5,2,-0.7%,0,-7,-5,1.4
CNC(=O)COc1cccc(C(=O)NCc2ccccc2)c1,2,5,-1,2,-0.1%,-7,10,3,-0.2
COc1ccc(CNC(=O)CCS(=O)(=O)c2cccc3nonc23)cc1,0,-5,3,-5,-0.6%,10,0,0,0.4
COc1cc2nc(CN(C)Cc3ccc(OC)c(OC)c3OC)[nH]c(=O)c2cc1OC,4,-5,-3,-6,-0.2%,-7,4,1,11
CC(C)N(C(=O)Cn1c(-c2cccnc2)ccc(C#N)c1=O)C(C)C,-3,-4,-11,0,-1.1%,-4,-6,-1,0.2

# For convenience, part of the list above:
SMILES,D1 ag,D1 antag,D2 potentiator,TRHR enhancer,RXFP1 agonist,RXFP1 antagonist,D1 PAM,D2 antagonist,D2 ag
CNC(=O)COc1cccc(C(=O)NCc2ccccc2)c1,2,5,-1,2,-0.1%,-7,10,3,-0.2
COc1ccc(CNC(=O)CCS(=O)(=O)c2cccc3nonc23)cc1,0,-5,3,-5,-0.6%,10,0,0,0.4

# Profiles as entered above. Values in the order: D1 ag, D1 antag, D2 potentiator, TRHR enhancer, RXFP1 agonist, RXFP1 antagonist, D1 PAM, D2 antagonist, D2 ag
# `CCOc1cc(/C=C2\N=C(C)OC2=O)cc(Br)c1OCCc1ccccc1` is entered as 1, -5, 6, 2, 0.1%, 27, -2, -5, -0.2
# `COc1ccc(CNC(=O)CCS(=O)(=O)c2cccc3nonc23)cc1` is entered as 0, -5, 3, -5, -0.6%, 10, 0, 0, 0.4
